Furin inhibitor: blocks human furin protease activity | P09958 | purified furin, fluorogenic substrate cleavage | inhibition, % at 30 µM | 220,000 tested, 0.061% active; in the data active means inhibition above about 25%; further: inactives centre near -15
p97 inhibitor: blocks human p97 ATPase activity; AID 1481; inhibition, % at 8 µM; P55072; recombinant p97 ATPase, Kinase-Glo ATP luminescence, 3 h; 220,000 tested, 0.42% active; in the data active means inhibition above about 15%;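 further: 0% = DMSO vehicle and 100% = wells lacking enzyme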
FXIIa inh 1536: blocks human coagulation factor XIIa protease activity; P00748; purified FXIIa, Boc-QGR-AMC fluorogenic substrate, 2 h; inhibition, % at 5 µM; 220,000 tested, 0.3% active; in the data active means inhibition above about 40%;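 further: 0% = enzyme with no compound and 100% = blank without enzyme; many of its hits are not listed in these tables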
Wee1 stabilizer: human Wee1 degradation inhibition, primary screen; P30291; HeLa Luc-Wee1K328M stability, luciferase luminescence; 100% = proteasome inhibitor MG132 effect; reporter increase, % at 5 µM; 220,000 tested, 1.2% active;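 active means activation above the mean of all tested compounds plus 3 SD, set per screening run, cut at about 8.8% in these data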;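 further: cells exposed to compound for 20 h before luminescence read; 0% = DMSO alone and 100% = MG132 at 30 µM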
FXIa inh 1536: factor XIa (human) inhibition | P03951 | purified FXIa, Boc-Glu-Ala-Arg-AMC fluorogenic substrate | inhibition, % at 5 µM | 220,000 tested, 0.14% active;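 active means inhibition of at least 40%; inactive means inhibition below 40%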;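 further: fluorescence of freed AMC excited at 355 nm; 0% = enzyme without compound and 100% = no enzyme blank; many of its hits are not listed in these tables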
Target sequence (P03951 19-387 limits assumed): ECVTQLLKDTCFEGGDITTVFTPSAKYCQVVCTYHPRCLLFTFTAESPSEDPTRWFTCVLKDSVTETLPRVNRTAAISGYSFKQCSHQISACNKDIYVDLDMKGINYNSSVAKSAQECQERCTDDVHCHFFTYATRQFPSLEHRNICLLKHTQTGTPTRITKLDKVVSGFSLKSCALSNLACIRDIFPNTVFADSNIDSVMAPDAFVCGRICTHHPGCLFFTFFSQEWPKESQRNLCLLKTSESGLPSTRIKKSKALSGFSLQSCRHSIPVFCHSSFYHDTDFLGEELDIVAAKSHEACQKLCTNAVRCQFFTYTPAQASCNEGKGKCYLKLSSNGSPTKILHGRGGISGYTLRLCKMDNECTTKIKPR
Target sequence (P03951 388-625 limits assumed): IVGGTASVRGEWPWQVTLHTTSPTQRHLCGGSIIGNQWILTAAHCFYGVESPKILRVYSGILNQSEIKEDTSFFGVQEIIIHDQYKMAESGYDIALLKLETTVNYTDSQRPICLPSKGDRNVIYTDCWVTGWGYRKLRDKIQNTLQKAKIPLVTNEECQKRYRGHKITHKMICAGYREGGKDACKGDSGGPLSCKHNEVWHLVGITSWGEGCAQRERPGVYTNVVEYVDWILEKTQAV
hK5 inh: kallikrein 5 (human) inhibition; recombinant hK5, fluorogenic AMC substrate cleavage; inhibition, % at 5 µM; 210,000 tested, 0.59% active;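 active means inhibition of 40% or more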;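 further: 0% = enzyme controls without compound and 100% = no-enzyme blanks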
Target sequence (Q9Y337 67-293 limits assumed): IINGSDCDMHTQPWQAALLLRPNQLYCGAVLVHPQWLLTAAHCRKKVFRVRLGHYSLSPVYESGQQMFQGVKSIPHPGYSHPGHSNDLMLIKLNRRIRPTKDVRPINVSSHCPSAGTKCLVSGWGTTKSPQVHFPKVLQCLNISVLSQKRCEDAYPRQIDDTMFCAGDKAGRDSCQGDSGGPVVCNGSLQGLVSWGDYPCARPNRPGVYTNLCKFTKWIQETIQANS
KCC2 mod: modulates chloride dependent transport by human KCC2; Q9H2X9; KCC2 cells, thallium flux FluoZin-2 fluorescence; B-score of Tl+ flux slope (higher = more flux/activation; lower = inhibition) at 10 µM; 190,000 tested, 2.2% active; AID 1456;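 active means thallium flux slope and its plate-corrected score both differing from the plate sample mean at a set confidence after two filtering rounds, in either direction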;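 further: slope of fluorescence scaled to starting intensity during 10 to 20 s after thallium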
PERK inh: blocks human PERK kinase | Q9NZJ5 | CHO PERK-DD fusion, SEAP luminescence translation reporter | inhibition, % at 5.6 µM | 220,000 tested, 0.17% active;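 active means inhibition above the mean inhibition of all tested compounds plus 3 SD, set separately per screening campaign, cut at about 2.9% in these data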;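 further: PERK kinase domain activated by AP20187 dimerizer at 100 nM; 0% = DMSO with dimerizer and 100% = rapamycin at 8.4 µM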
thrombin 1536: thrombin (human) inhibition; inhibition, % at 5 µM; 220,000 tested, 0.26% active; alpha-thrombin, Boc-VPR-AMC fluorogenic substrate cleavage;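 active means inhibition at or above 40%; inactive means inhibition below 40%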;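 further: 0% = enzyme with no compound and 100% = wells without enzyme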
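System: human alpha-thrombin protein; Compound dosing: one concentration per compound, 5 µM, with 0.2% DMSO; Timing: reaction at room temperature; Technique: AMC fluorescence, 355/460 nm; Controls: enzyme without compound as high, wells lacking enzyme as low.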
* marks the source's active call; other numbers are inactive results; nt = no result given; [ ] = another dose, or the depositor's remark.

SMILES	Furin inhibitor	p97 inhibitor	FXIIa inh 1536	Wee1 stabilizer	FXIa inh 1536	hK5 inh	KCC2 mod	PERK inh	thrombin 1536
CC(=O)Oc1ccc(Cl)cc1/C=C/c1ccc2ccccc2n1	-1	11	7	0	-5	-3	-0.18	0.5	-11
COc1ccc2oc(=O)c(C(=O)N3CCc4ccccc43)cc2c1	-10	6	8	-2	2	3	nt	0.2	2
COc1ccccc1OCCn1cc(C(=O)O)c2ccccc21	-24	4	6	4	-2	4	0.21	0.4	-5
CC(C)CN1CCN(Cc2ccc(C#CC(C)(C)O)cc2)CC1CCO (stereo not drawn)	-34	2	10	8	3	nt	0.42	0.3	-2
CC(=O)N1CCN(c2ccccc2NC(=O)COc2cc(C)ccc2C(C)C)CC1	-4[20 µM]	-8	7	3	-2	-24	nt	-1.1	-4
CCC1=C(OC(=O)N(CC)CC)N2C(=O)OC(=NCC3CC3)[C@]2(Cc2ccccc2)[C@H]2C1=CC[C@H]1C(=O)N(c3ccccc3)C(=O)[C@H]12	-28	nt	6	nt	1	1	0.0099	nt	-2
CC(Sc1ncnc2ccccc12)C(=O)Nc1ccc2c(c1)OCCO2 (stereo not drawn)	-19	3	3	0	-4	-3	-0.38	0.5	-7
COc1cccc2cc(C(C)OC(=O)Nc3ccc(C)cc3)oc12 (stereo not drawn)	-23	1	11	9.1*	-3	-10	-0.093	1.6	3
O=S(=O)(NCc1cc(-c2ccc(Cl)cc2)no1)c1ccc(Cl)cc1	-30[20 µM]	9	8	1	0	-25	nt	0.9	-4
CCCCOc1ccc(C(=O)NCC(=O)OCC(=O)N2CCN(S(=O)(=O)c3ccc(C)cc3C)CC2)cc1	-13	0	-1	0	-2	-19	0.017	0.3	-9
CCC(=O)NC(=S)Nc1ccc(NC(=O)c2cccnc2)cc1	-17	6	9	-2	-2	-2	0.49	0.5	4
CCCn1nnnc1NCc1ccccc1OCc1cccs1	-19[20 µM]	8	-1	0	-3	2	-1.8	-0.4	-4
O=C(CN1C(=O)COc2ccccc21)N1CCCc2ccccc21	-24	5	16	-1	16	-8	0.88	-0.8	3
CCCNC(=O)c1ccccc1NC(=O)C1COc2ccccc2O1 (stereo not drawn)	-9[20 µM]	-1	11	-2	2	1	-1.5	-0.1	2
CCC1CCCCN1C(=O)COC(=O)c1n[nH]c2ccccc12 (stereo not drawn)	-30[20 µM]	4	13	-1	3	-1	0.65	-0.1	0
O=C(Nc1nc2ccc(Cl)cc2s1)c1ccc(N2CCCCC2)c([N+](=O)[O-])c1	-11	0	3	-2	3	-8	2.2	0.4	-3
C=CCN1C(=O)C(C)(C)Nc2ccccc21	-19	4	15	0	4	-3	nt	0.6	-1
Cc1ccc(-c2nnn(CC(=O)N(c3ccccc3)C(C(=O)NCC3CCCO3)c3ccc(Cl)cc3)n2)cc1 (stereo not drawn)	-18[20 µM]	0	18	0	5	-13	nt	0.6	-3
O=C(Nc1cccc(S(=O)(=O)c2cccc(NC(=O)c3ccco3)c2)c1)c1ccco1	-20	8	6	0	-6	3	-0.91	0.4	-3
Cc1ccc(C(=O)Nc2ccccc2C(=O)NC2CCCCC2)cc1S(=O)(=O)N1CCOCC1	-15[20 µM]	-7	5	0	-6	-25	-0.42	-0.7	-10
O=C(CN1CCCCC1)N1CCCc2ccccc21	0[20 µM]	-6	5	2	1	-10	-0.62	-0.8	-2
COc1ccccc1C(OC(=O)c1cccs1)C(=O)NCC1CCCO1 (stereo not drawn)	-16[20 µM]	-1	2	-1	-6	-2	nt	0.7	-9
Cc1cc(C(F)(F)F)nn1CC(=O)NNC(=S)Nc1ccc(Cl)cc1	-12[20 µM]	-4	7	-1	1	-148	nt	0.2	3
CC1CCC(C(C)C)C(OC(=O)C[n+]2cc(-c3ccc(Cl)cc3)n3c2CCCCC3)C1 (stereo not drawn)	-19	1	-1	-1	-7	-13	0.1	-1.2	2

Pulled by compound from the list above, 2 records:
SMILES	Furin inhibitor	p97 inhibitor	FXIIa inh 1536	Wee1 stabilizer	FXIa inh 1536	hK5 inh	KCC2 mod	PERK inh	thrombin 1536
C=CCN1C(=O)C(C)(C)Nc2ccccc21	-19	4	15	0	4	-3	nt	0.6	-1
O=C(CN1CCCCC1)N1CCCc2ccccc21	0[20 µM]	-6	5	2	1	-10	-0.62	-0.8	-2

Next section:
SMILES	Furin inhibitor	p97 inhibitor	FXIIa inh 1536	Wee1 stabilizer	FXIa inh 1536	hK5 inh	KCC2 mod	PERK inh	thrombin 1536
COc1ccc(OCC(O)CNC(=O)Nc2ccc(C(C)(C)C)cc2)cc1 (stereo not drawn)	-16	7	6	2	2	-3	2.1	0.5	-1
Cc1ccc[n+](CC(=O)Nc2c(Cl)cc(Cl)cc2Cl)c1	-31	7	1	1	-5	-3	0.32	0.4	10
Cc1ccc(/C=C/C(=O)Nc2nccs2)o1	5	4	0	6	3	-1	0.24	-0.1	-2
CC1=C(C(=O)O)N2C(=O)[C@@H](NC(=O)[C@H](N)c3ccccc3)[C@H]2SC1	nt	4	nt	1	nt	nt	-0.063	1.8	nt
Cc1c(C)[n+](=O)c(-c2ccc(F)cc2)c(C)n1[O-]	-19	6	13	-1	4	-22	nt	0.8	1
c1csc(C2Nc3cccc4cccc(c34)N2)c1	-5[20 µM]	4	-7	0	-8	-12	-0.36	0.2	-9
CCc1ccc2c(c1)[C@H]1OCC[C@H]1[C@@H](c1cccs1)N2	-9	0	6	6	8	-12	-2.8	0.6	-4
Nc1cc(=O)[nH]c(SCC(=O)N2CCCCC2)n1	-23	6	6	0	2	1	-0.52	1.2	-7
NS(=O)(=O)c1ccc(NCc2cc(Cl)ccc2OCc2ccc(F)cc2)cc1	-3	3	2	4	-3	-20	-1.5	-0.2	-10
O=c1oc2ccccc2cc1C1=Nn2c(nnc2-c2cccnc2)SC1	-8	9	7	1	-3	-10	0.065	0.3	-8
Cc1nc(-c2c(-c3ccc(O)cc3O)noc2C(F)(F)F)cs1	-7	1	-3	-3	2	-15	-0.11	1.1	-3
O=S(=O)(c1ccccc1C(F)(F)F)N1CCOCC1	-16	0	1	-1	-8	1	nt	2.6	-3
Cc1cc(O)c(C=Nc2ccc(Cl)cn2)c(=O)o1	-13[20 µM]	1	-12	-1	-6	-24	nt	-0.2	-10
CCc1nnc(NC(=O)c2ccc3ncsc3c2)s1	-22	6	3	-3	0	4	0.57	0.7	-4
CC(=O)c1cccc(NC(=S)NC(=O)c2ccccc2Cl)c1	-3	-2	17	2	24	35	5.4*	-0.7	17
NC(=O)CN1CCN(c2nc(-c3ccc(F)cc3)cs2)CC1	-10[20 µM]	2	-16	4	-18	-10	-1.7	1.0	-5
COC(=O)c1ccc2c(=O)n(Cc3ccc(C(=O)NC(C)C)cc3)c(=S)[nH]c2c1	-18	5	1	5	-12	-8	0.26	0.9	-25
COC(=O)c1cc(C(=O)NC(C)(C)CC(C)(C)C)cc([N+](=O)[O-])c1	-23	5	2	2	-5	8	-0.0096	1.4	-5
O=C(c1nc2ncccn2n1)N1CCc2ccccc2C1	-16[20 µM]	3	14	2	-5	5	1	0.8	-5
Cc1nn(-c2ccccc2)c(C)c1/C=N/NC(=O)c1cnccn1	-3	4	3	1	-9	1	1.2	0.6	-3
Cc1ccc(-c2nnn(CC(=O)N(Cc3ccccc3F)C(C(=O)NC3CCCC3)c3ccncc3)n2)o1 (stereo not drawn)	-9[20 µM]	7	8	-1	-3	-10	0.35	-0.9	-2
O=C(COc1cc(Cl)c(Cl)cc1Cl)Nc1cccc(O)c1	-26	5	6	-3	3	3	-0.0069	1.2	1
Cc1cc2c(c(=O)n1C)C(C(C)C)C(C#N)=C(N)O2 (stereo not drawn)	12[20 µM]	6	21	-3	22	-29	0.05	0.7	-5
CC1CC(Nc2ccccc2)c2ccccc2N1C(=O)c1ccncc1 (stereo not drawn)	-12	0	9	1	-1	-10	-0.89	-0.2	1
CNC(=O)CSc1nc2c(c(=O)n(C)c(=O)n2C)n1Cc1ccc(C)cc1	-16[20 µM]	3	12	0	3	-24	1.8	-0.1	-2
Cn1cnnc1SCC(=O)Nc1sccc1C#N	-7	-3	5	-2	-10	0	1.4	0.2	-3
C/C(=N\NC(=O)COc1ccc(C(C)(C)C)cc1)c1ccc2c(c1)OCCO2	-19	0	13	1	1	-5	-0.89	0.8	-8
O=C(Nc1cccc(C(F)(F)F)c1)C1CCCN(S(=O)(=O)c2cnc[nH]2)C1 (stereo not drawn)	-6	-1	16	-2	3	-11	-0.4	0.7	-3
CCc1nc(-c2ccccc2)c2ccccn12	-21	1	nt	-1	2	2	-0.14	0.0	0
COc1cc(CC(=O)Nc2cccc(C(F)(F)F)c2)cc(OC)c1OC	-14	-5	6	2	5	-3	-0.17	-1.2	0
COc1ccc(CC(=O)O/N=C(\N)c2ccncc2)cc1	-22	5	10	-1	3	4	-0.39	1.1	-4
N#Cc1c(NC(=O)CSc2ncc(-c3ccccc3)n2CC2CCCO2)sc2c1CCCC2 (stereo not drawn)	-13	-7	30	-2	21	1	-0.4	0.1	6
FC(F)C(F)(F)C(F)(F)C(F)(F)c1cc(-c2ccccc2)n[nH]1	-6	3	50*	0	50*	-11	-3.4	1.4	1
CCCc1cc(=O)[nH]c(SCC(=O)Nc2ccccc2C#N)n1	-13[20 µM]	-3	2	2	-8	-3	0.32	0.7	-2
Cc1ccnc(N2CCCC(C(=O)Nc3cc(F)ccc3C)C2)n1 (stereo not drawn)	-21	2	6	1	0	-31	-0.054	1.2	-7
O=C(Nc1ccc(N2CCOCC2)cc1)c1ccc(-c2ccccc2[N+](=O)[O-])o1	-19	4	10	2	3	1	0.63	-0.2	2
CC(C)(C)c1nnc2sc(SC/C(O)=C(\C#N)c3nc4ccccc4[nH]3)nn2c1=O	-19	3	2	-1	-4	-43	-0.99	0.7	-9
CC12COC3(C(=O)Nc4ccc(F)cc4)CC1CCC32C (stereo not drawn)	-16	4	15	1	6	-9	0.71	0.7	-4
COc1ccc(C(=O)C2CCCN(C(=O)c3cnsn3)C2)c(C)c1 (stereo not drawn)	-23	3	12	2	1	2	-0.0096	-0.4	0
Cc1sc2ncnc(Nc3ccccc3)c2c1C	-3[20 µM]	1	11	-2	5	-6	-0.77	-0.9	1
O=C(NCc1ccco1)NCC(F)(F)F	-15[20 µM]	0	8	-3	-3	-12	0.32	1.0	-3
COc1cc(CN2CCC(CO)(CCOc3ccccc3)CC2)cc(OC)c1	-23	-4	7	-1	1	0	0.074	-1.5	0
C/C(=N\NC(=O)CSCc1ccccc1Br)c1cccc([N+](=O)[O-])c1	-14	7	6	2	2	-5	-1.3	1.4	-17
CCS(=O)c1ccccc1C(=O)O (stereo not drawn)	-12	3	0	-4	-6	-14	0.47	1.0	-10
COCCNCCOc1ccc(C)cc1[N+](=O)[O-]	-23	10	2	0	-1	nt	-0.8	0.9	-4
Cc1cc(C)n(-c2n[nH]c(C)c2[N+](=O)[O-])n1	-26	12	3	3	-1	nt	0.18	1.0	-8
COCc1nnc(NC(=O)c2ccc(NC(=O)C(C)C)cc2)s1	-18	5	23	3	8	0	1	1.4	5
O=C(Cc1cccs1)NCCn1ccc2ccccc21	-23	1	7	-1	-1	-8	0.051	1.2	-1
CSc1cccc(NC(=O)CN2C(=O)c3ccccc3S2(=O)=O)c1	-13	-2	16	-2	1	-9	0.42	0.2	-5
O=C1CC(SC(=Nc2ccccc2)Nc2ccccc2)C(=O)N1c1ccc(Cl)cc1 (stereo not drawn)	-14	3	4	-1	4	-10	nt	0.2	0
CCN(CC)C(=O)N1CCN(C(=O)N2CCOCC2)CC1	-10	-3	0	-1	-6	9	nt	0.0	-3

Assay outcomes (PubChem)
